BAP1 block: inhibitors of human BAP1 deubiquitinase | hit rate 0.48% among 72,000 | AID 436 | Q92560 | recombinant BAP1, Ub-AMC hydrolysis fluorescence kinetic; active compounds read low | activity remaining (% of control), % at 20 µM;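 active = activity remaining at or below 50% of control, provided the compound also passes the data quality filters; inactive = the rest, including low values that fail the filters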;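 note: 100% = DMSO wells rate and 0% = substrate alone blank rate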
Target sequence (Q92560 whole entry, looked up): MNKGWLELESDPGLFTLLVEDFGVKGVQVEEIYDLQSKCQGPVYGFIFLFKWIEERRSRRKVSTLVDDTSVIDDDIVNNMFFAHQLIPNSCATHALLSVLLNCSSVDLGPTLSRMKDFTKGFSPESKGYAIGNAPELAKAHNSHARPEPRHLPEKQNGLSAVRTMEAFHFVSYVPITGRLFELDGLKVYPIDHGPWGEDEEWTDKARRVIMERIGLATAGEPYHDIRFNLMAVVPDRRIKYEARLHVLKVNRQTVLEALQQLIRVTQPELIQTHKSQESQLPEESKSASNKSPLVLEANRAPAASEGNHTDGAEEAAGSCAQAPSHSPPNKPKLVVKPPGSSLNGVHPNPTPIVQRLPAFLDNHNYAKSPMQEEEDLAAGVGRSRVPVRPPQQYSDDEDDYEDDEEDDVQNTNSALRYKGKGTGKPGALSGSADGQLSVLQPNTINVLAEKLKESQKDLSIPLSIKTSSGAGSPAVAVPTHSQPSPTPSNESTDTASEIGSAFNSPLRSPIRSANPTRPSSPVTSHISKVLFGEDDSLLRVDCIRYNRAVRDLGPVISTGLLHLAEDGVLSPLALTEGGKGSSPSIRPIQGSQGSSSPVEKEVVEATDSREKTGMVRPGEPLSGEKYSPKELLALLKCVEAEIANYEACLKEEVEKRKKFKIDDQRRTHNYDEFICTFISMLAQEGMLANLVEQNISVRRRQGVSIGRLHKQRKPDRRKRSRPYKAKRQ
HePTP inhibitor: inhibitors of human HePTP phosphatase | hit rate 0.64% among 110,000 | P35236 | recombinant HePTP phosphatase activity, OD absorbance | AID 521 | inhibition, % at 20 µM; in the data active = inhibition above about 50%;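 note: plate controls were vehicle for no effect and reference inhibitor for full effect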
Target sequence (P35236 whole entry, looked up): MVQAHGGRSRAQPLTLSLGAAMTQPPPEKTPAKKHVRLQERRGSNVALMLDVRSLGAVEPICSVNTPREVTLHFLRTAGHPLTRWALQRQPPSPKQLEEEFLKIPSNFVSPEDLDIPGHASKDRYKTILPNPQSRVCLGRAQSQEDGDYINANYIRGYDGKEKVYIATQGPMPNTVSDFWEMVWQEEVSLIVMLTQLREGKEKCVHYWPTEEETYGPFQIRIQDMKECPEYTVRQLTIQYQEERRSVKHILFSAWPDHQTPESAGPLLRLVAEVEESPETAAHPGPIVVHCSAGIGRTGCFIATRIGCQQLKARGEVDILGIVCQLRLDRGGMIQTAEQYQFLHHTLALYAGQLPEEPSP
Numbers without * were called inactive; nt = no result given; & = joins results of further samples. The order is random; 0.91% or so of the library scored in one or more.

Below each compound – BAP1 block, HePTP inhibitor
1	c1cc2c(cc1C1CCCN1)OCCCO2 (stereo not drawn)
  98.1, -10.4
2	O=C(COc1ccccc1[N+](=O)[O-])N=Nc1c(O)[nH]c2ccccc12
  nt, 6.9
3	COc1ccc(N(CC(=O)NC2CCCCCC2)S(=O)(=O)c2c(C)nn(C)c2C)cc1
  102.6, -6.8
4	COc1ccc2c(c1)-c1c(ssc1=Nc1ccc(S(=O)(=O)NC(C)=O)cc1)C(C)(C)N2
  nt, 9.0
5	CCOCCCNC(=O)c1c(C)[nH]c(C(=O)OCC)c1C
  95.9, 1.8
6	COc1ccc(NC(=O)C2CCC(=O)N2)cc1 (stereo not drawn)
  98.2, 3.4
7	Cc1c(NC(=O)COc2ccc(Cl)cc2)cccc1[N+](=O)[O-]
  nt, 4.4
8	Cc1ccc(N(CC(=O)Nc2ccccc2F)S(=O)(=O)c2ccc(F)cc2)cc1
  nt, -14.2
9	COC(=O)c1ccc(CSc2nc3ccccc3c(=O)n2-c2ccc(OC)c(OC)c2)o1
  64.6, 1.9
10	O=C(NCCCn1ccnc1)Nc1ccc(Cl)c(Cl)c1
  111.4, 7.3&-3.5
11	COc1cc(-c2noc(-c3ccco3)n2)cc(OC)c1OC
  84.8, 7.8
12	COc1ccc(C(=O)N2CCN(C(=O)c3ccco3)CC2)cc1
  101.5, 6.0
13	CC1CCN(C(=O)CN2C(=O)c3ccccc3S2(=O)=O)CC1
  98.0, -4.4
14	O=C(NC(NC(=S)Nc1ccc(F)cc1)C(Cl)(Cl)Cl)c1ccc(F)cc1 (stereo not drawn)
  nt, -15.1
15	N#Cc1ccc(OCCN2C(=O)NC3(CCSC3)C2=O)cc1 (stereo not drawn)
  nt, -7.0
16	Brc1ccc2ncnc(Nc3ccc(N4CCOCC4)cc3)c2c1
  86.2, -2.1
17	Cc1ccc(/C=C2\SC(=S)N(c3cccc(C)c3C)C2=O)cc1
  nt, -5.4
18	CCCn1c(SCc2ccccn2)nc2c1c(=O)n(C)c(=O)n2C
  58.5, 1.0
19	OCCN(Cc1ccccc1)CC1CC=CCC1 (stereo not drawn)
  91.4, -11.2
20	CCCCCC(O)c1cccc(OCc2ccc3ccccc3n2)c1 (stereo not drawn)
  76.2, nt
21	COc1ccc(C(C)=O)cc1N1C(=O)C2C3C=CC(C3=C(c3ccccc3)c3ccccc3)C2C1=O (stereo not drawn)
  nt, 4.0
22	O=c1[nH]c(/C=C/c2ccc(OCc3ccccc3)cc2)c([N+](=O)[O-])c(=O)[nH]1
  nt, -5.2
23	CC(=O)Nc1c(O)[nH]c2ccccc12
  109.3, 9.6
24	CC(C)OC(=O)c1cc2ccccc2oc1=O
  55.8, -5.2
25	CN(C(=O)COC(=O)c1ccccc1Nc1ccccc1)C1CCS(=O)(=O)C1 (stereo not drawn)
  128.1, -13.4
26	CN1CCN(CCCNC(=O)c2cn(C3CCCCC3)c(=O)c3c2c2ccccc2n3C)CC1
  nt, 10.8
27	Cc1ccccc1-c1noc(-c2ccc(C(C)(C)C)cc2)n1
  nt, 6.2
28	NS(=O)(=O)c1ccc(NC(=O)CSc2nnc(Cc3cccs3)n2-c2ccccc2)cc1
  56.2, 8.6
29	Cc1ccc(-n2nc3c(c2NC(=O)Cc2ccccc2)CSC3)c(C)c1
  97.9, nt
30	Cc1ccc(CNC(=O)C2CNc3cc(C)ccc3O2)cc1 (stereo not drawn)
  76.6, 3.2
31	CCOC(=O)C1=C(O)/C(=C\c2ccccc2Cl)N=C1C
  nt, 1.9
32	COc1ccc(S(=O)(=O)n2nc(OC(=O)c3cccs3)cc2N)cc1
  104.8, 3.1
33	COC(=O)C1=C(C)N(C)C(C)=C(C(=O)OC)C1c1ccccc1Br
  nt, 5.7
34	Cc1c(C)[n+](=O)c(-c2cccs2)c(C)n1[O-]
  86.7, 1.8
35	CN1CCc2c(cc(O)c(O)c2Cl)C(c2cccc(Cl)c2)C1 (stereo not drawn)
  92.2, nt
36	O=S(=O)(Nc1ccc2c(c1)OCCO2)c1cnc[nH]1
  109.1, 3.6
37	CC(=O)c1c(OC(=O)c2ccco2)ccc2c(C)cc(=O)oc12
  nt, 2.0
38	O=C1C(=O)N(Cc2ccccc2)C2C=CC=CC12 (stereo not drawn)
  nt, 3.9
39	CCOC(=O)C1(C)NC(c2ccccc2F)C2C(=O)N(c3cccc(C(C)=O)c3)C(=O)C21 (stereo not drawn)
  100.7, 11.0
40	CCN(CCNC(=O)C1CCN(c2nnc(-n3cccc3)s2)CC1)c1ccccc1
  103.8, 6.2
41	CC(C)Sc1nnc(Nc2ccccc2)s1
  115.5, 5.6
42	CC(=O)N/C(=C\c1ccccc1)C(=O)NCC(=O)O
  nt, -0.1
43	CCOc1ccc(/C=C/C(=O)Nc2cc([N+](=O)[O-])ccc2C)cc1OC
  nt, 4.1
44	O=C(COc1ccc(Cl)cc1Cl)N1CCC(Cc2ccccc2)CC1
  nt, 4.7
45	Cc1cc2cc(CCNC(=O)c3c(-c4ccccc4Cl)noc3C)c(=O)[nH]c2cc1C
  93.5, -2.1
46	CC(C)c1ccc(C(O)c2cnc(C(C)C)n2C)cc1 (stereo not drawn)
  84.8, 6.9
47	O=c1c(N2CCOCC2)nsn1Cc1ccccc1
  98.8, -2.8
48	NC(=O)CSc1nc2ccc(NC(=O)c3ccccc3)cc2s1
  nt, 9.6
49	CCCN(c1ccccc1C)S(=O)(=O)c1ccc(Cl)cc1
  nt, 6.6
50	CCNC(=O)N1c2cc(C)ccc2C(C)=CC1(C)C
  nt, -4.0

Remaining list, next part
Below each compound – BAP1 block, HePTP inhibitor
51	O=C(Nc1ccc2oc(-c3cccnc3)nc2c1)c1ccc([N+](=O)[O-])cc1Cl
  nt, -4.0
52	O=C(/C=C/c1ccccc1)NCCOC(=O)Nc1ccccc1
  nt, 7.2
53	Cc1ccn2cc(CNS(=O)(=O)c3ccc(Cl)s3)nc2c1
  96.6, -7.6
54	COC(=O)Nc1ccc(S(=O)(=O)N(C)CC(F)(F)C(F)F)cc1
  74.3, 8.0
55	CCC(C)(c1ccc(C(=O)OC)s1)c1ccc(C(=O)OC)s1
  77.1, 6.3
56	O=C1NC(=S)N(c2ccccc2)C(=O)C1C(c1ccc([N+](=O)[O-])cc1)C1C(=O)NC(=S)N(c2ccccc2)C1=O (stereo not drawn)
  110.2, nt
57	CC1CCCC(NC(=O)COC(=O)c2ccc(S(=O)(=O)N3CCOCC3)cc2)C1C (stereo not drawn)
  82.7, 3.2
58	CCC(C(=O)N1CCOCC1)n1c(C(=O)OC)cc2occc21 (stereo not drawn)
  81.8, 5.9
59	CCOCCOC(=O)c1ccc(NC(=O)c2cc(OC)c(OC)c(OC)c2Br)cc1
  nt, -3.9
60	CCOc1ccc(C(C)=O)cc1CN1C(=O)NC2(CCCCC2C)C1=O (stereo not drawn)
  119.8, 9.7
61	COc1cccc(NC(=O)C(=O)N/N=C/c2ccc(C(=O)O)cc2)c1
  nt, 2.5
62	CC(=O)c1cn(CC(=O)NCc2ccc3c(c2)OCO3)c2ccccc12
  88.8, -0.9
63	CCN(CC)c1ccc(C(=O)Nc2ccccc2C(F)(F)F)cc1
  nt, -1.0
64	COc1cccc(OC)c1C(=O)Nc1ccc(-c2nc3ccccc3[nH]2)cc1
  139.1, nt
65	c1ccc(Cc2ccc(OCCn3cncn3)cc2)cc1
  81.4, 4.0
66	COc1ccc(-c2cc(-c3ccccc3)[nH]c(=O)n2)cc1OC
  nt, 9.0
67	CCOc1ccccc1C(=O)N1CCN(c2cccc(Cl)c2)CC1
  61.4, 12.5
68	N#C/C(=C/c1cccc(C(F)(F)F)c1)C(=O)Nc1ccc(Cl)cc1
  nt, -7.4
69	CC1(C(=O)O)CC(=O)N=C2C=CC=CN21 (stereo not drawn)
  nt, -2.3
70	COc1cccc(-n2c(Cc3cc(=O)[nH]c(=O)[nH]3)nnc2SCC(=O)N2CCCCCC2)c1
  97.7, 1.2

The closing 2 records of the part before come first, to join the parts:
Below each compound – BAP1 block, HePTP inhibitor
69	CC1(C(=O)O)CC(=O)N=C2C=CC=CN21 (stereo not drawn)
  nt, -2.3
70	COc1cccc(-n2c(Cc3cc(=O)[nH]c(=O)[nH]3)nnc2SCC(=O)N2CCCCCC2)c1
  97.7, 1.2
71	COCCOC(=O)c1c(C)oc2ccc(OC/C=C/c3ccccc3)cc12
  nt, -14.8
72	COCCNC(=O)C(C)Sc1ccc(Cl)cc1 (stereo not drawn)
  nt, -12.0
73	CCOC(=O)c1c(NC(=O)C2CCCCC2)sc(C(=O)N(CC)CC)c1C
  nt, -15.1
74	CCc1cccc2c(=O)c(C(=O)NCCN3CCOCC3)c[nH]c12
  103.4, 6.5
75	CCN(CC)C(=S)SC1CC(=O)N(c2ccccc2)C1=O (stereo not drawn)
  nt, 4.8
76	CCCN(CCC)S(=O)(=O)c1ccc(C(=O)N2CCC(=O)c3ccccc32)cc1
  90.3, 7.5
77	CCCCCCc1ccc(C(=O)Nc2cc3cc([N+](=O)[O-])ccc3oc2=O)cc1
  63.0, nt
78	Cc1cc(Cl)ccc1OC(C)C(=O)Nc1c(Cl)cccc1Cl (stereo not drawn)
  nt, 1.0
79	COc1ccc(-c2cc(C(F)(F)F)n3ncc(C(=O)N4CCN(Cc5ccccc5)CC4)c3n2)cc1
  nt, 8.6
80	COc1ccc(NC(=O)N2CCC(c3nc(-c4cccs4)no3)CC2)cc1
  107.9, 2.6
81	CCCC(=O)N(Cc1cc2cc(C)ccc2[nH]c1=O)c1ccccc1OC
  84.1, -10.1
82	Cc1ccc(Nc2cc(C)c3ccccc3n2)c(C)c1
  nt, -0.3
83	COC(=O)C(CCCCNC(=O)OCc1ccccc1)NC(=O)CN (stereo not drawn)
  96.0, 9.7
84	COc1ccc(C(=O)COC(=O)CCN=C2NS(=O)(=O)c3ccccc32)cc1OC
  98.1, -4.6
85	CC(=O)Nc1ccc(S(=O)(=O)N2CCN(S(=O)(=O)N3CCCCCC3)CC2)cc1
  nt, 10.8
86	COc1ccc(NC(=O)c2ccc3c(=O)n(Cc4ccco4)c(=S)[nH]c3c2)c(OC)c1
  107.9, -5.1
87	Cc1ccc(/C=C2\SC(=O)N(CCC(=O)NNC(=O)c3cccc(Cl)c3)C2=O)cc1
  nt, -1.6
88	CC1CCCN(c2nc3c(c(=O)n(C)c(=O)n3C)n2CCSc2nc3ccccc3o2)C1 (stereo not drawn)
  80.9, 0.0
89	O=C(c1ccco1)N1CCN(C(=O)C2CCCN(S(=O)(=O)Cc3ccccc3)C2)CC1 (stereo not drawn)
  114.5, -0.7
90	CCOC(=O)c1c(NC(=O)COc2ccc(Cl)cc2)sc(C(=O)Nc2ccc(OC)cc2OC)c1C
  nt, 6.5
91	O=C1CNC(=O)c2c(ncn2Cc2ccccc2)N1
  nt, -13.5
92	C=CCCCC(=O)Nc1ccc(-c2ccc(NC(=O)CCCC=C)cc2)cc1
  nt, 7.8
93	Cc1ccc(Cn2c(C(=O)NCCCN3CCOCC3)cc3sccc32)cc1
  108.5, 5.4
94	COC(=O)c1nnn(CC(=O)Nc2cccc(Cl)c2)c1C(=O)OC
  78.5, 7.4
95	CC(=O)Nc1ccccc1NC(=O)COc1ccc(C)cc1
  nt, -8.6
96	CCn1c(=O)c(C(=O)Nc2ccccc2O)c(O)c2ccccc21
  nt, -1.7
97	CCOc1cc(C(=S)N2CCCCC2)ccc1OC(=O)c1ccc([N+](=O)[O-])cc1
  154.2, nt
98	Cc1cc(C)n(S(=O)(=O)c2cccc(Cl)c2Cl)n1
  99.4, 8.6&-6.4
99	COc1ccc(CCNc2cc(N3CCN(S(C)(=O)=O)CC3)ccc2[N+](=O)[O-])cc1OC
  63.1, -9.9
100	O=C1SC(Nc2ccc(I)cc2)C(=O)N1c1ccccc1 (stereo not drawn)
  nt, -16.5

Molecules listed so far with four or more nitrogen atoms, in the order listed:
Below each compound – BAP1 block, HePTP inhibitor
2	O=C(COc1ccccc1[N+](=O)[O-])N=Nc1c(O)[nH]c2ccccc12
  nt, 6.9
3	COc1ccc(N(CC(=O)NC2CCCCCC2)S(=O)(=O)c2c(C)nn(C)c2C)cc1
  102.6, -6.8
10	O=C(NCCCn1ccnc1)Nc1ccc(Cl)c(Cl)c1
  111.4, 7.3&-3.5
16	Brc1ccc2ncnc(Nc3ccc(N4CCOCC4)cc3)c2c1
  86.2, -2.1
18	CCCn1c(SCc2ccccn2)nc2c1c(=O)n(C)c(=O)n2C
  58.5, 1.0
26	CN1CCN(CCCNC(=O)c2cn(C3CCCCC3)c(=O)c3c2c2ccccc2n3C)CC1
  nt, 10.8
28	NS(=O)(=O)c1ccc(NC(=O)CSc2nnc(Cc3cccs3)n2-c2ccccc2)cc1
  56.2, 8.6
40	CCN(CCNC(=O)C1CCN(c2nnc(-n3cccc3)s2)CC1)c1ccccc1
  103.8, 6.2
51	O=C(Nc1ccc2oc(-c3cccnc3)nc2c1)c1ccc([N+](=O)[O-])cc1Cl
  nt, -4.0
56	O=C1NC(=S)N(c2ccccc2)C(=O)C1C(c1ccc([N+](=O)[O-])cc1)C1C(=O)NC(=S)N(c2ccccc2)C1=O (stereo not drawn)
  110.2, nt
70	COc1cccc(-n2c(Cc3cc(=O)[nH]c(=O)[nH]3)nnc2SCC(=O)N2CCCCCC2)c1
  97.7, 1.2
79	COc1ccc(-c2cc(C(F)(F)F)n3ncc(C(=O)N4CCN(Cc5ccccc5)CC4)c3n2)cc1
  nt, 8.6
80	COc1ccc(NC(=O)N2CCC(c3nc(-c4cccs4)no3)CC2)cc1
  107.9, 2.6
85	CC(=O)Nc1ccc(S(=O)(=O)N2CCN(S(=O)(=O)N3CCCCCC3)CC2)cc1
  nt, 10.8
88	CC1CCCN(c2nc3c(c(=O)n(C)c(=O)n3C)n2CCSc2nc3ccccc3o2)C1 (stereo not drawn)
  80.9, 0.0
91	O=C1CNC(=O)c2c(ncn2Cc2ccccc2)N1
  nt, -13.5
94	COC(=O)c1nnn(CC(=O)Nc2cccc(Cl)c2)c1C(=O)OC
  78.5, 7.4
99	COc1ccc(CCNc2cc(N3CCN(S(C)(=O)=O)CC3)ccc2[N+](=O)[O-])cc1OC
  63.1, -9.9

Screening results as filed in PubChem.
